# procasp3 activ – procaspase-3 (human) activation. P42574. recombinant procaspase-3 D3A, Ac-DEVD-pNA absorbance 405 nm. activation, % at 8.5 µM. hit rate 0.11% among 330,000. AID 463141;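 active means activation above the mean of all tested compounds plus 3 SD, cut at about 21% in these data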;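 further: 0% = DMSO alone and 100% = DMSO wells spiked with extra 5 µM PC-3 D3A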
# Target sequence (P42574 whole entry D9A/D28A/D175A): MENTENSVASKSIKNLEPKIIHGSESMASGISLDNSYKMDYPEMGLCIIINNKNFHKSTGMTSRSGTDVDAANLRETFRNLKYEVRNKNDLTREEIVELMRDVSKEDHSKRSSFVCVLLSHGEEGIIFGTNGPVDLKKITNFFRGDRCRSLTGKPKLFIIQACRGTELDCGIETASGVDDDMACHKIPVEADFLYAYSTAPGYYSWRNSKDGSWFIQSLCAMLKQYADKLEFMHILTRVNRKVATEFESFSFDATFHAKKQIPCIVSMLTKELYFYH
#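 Technique: 405 nm absorbance of p-nitroaniline, reads at 0 and 120 min; Test system: Procaspase-3 D3A mutant; Incubation: 1 h enzyme-compound preincubation, then 2 h substrate reaction, 25 °C; Repeats: singlicate, each compound tested once; Benchmarks: low control DMSO wells, high control DMSO plus 5 µM PC-3 D3A.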
# GRK2 inh – human GRK2 inhibition via aptamer displacement; AID 488847; P25098; bead flow cytometry, FAM-aptamer displacement from GRK2; hit rate 0.59% among 330,000; inhibition of aptamer binding, % at 10 µM;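 active means inhibition of aptamer binding above 40%, roughly 3 SD of noise, on plates passing a quality check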;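 further: median bead fluorescence of bound FAM aptamer so fluorescent compounds give negative values; no value below 0 was filed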
# Fh CTSL1 inh – blocks F. hepatica cathepsin L1 in PFM18AAP counter-screen; recombinant F. hepatica cathepsin L1, Z-Leu-Arg-MCA fluorescence; inhibition, % at 5.96 µM; hit rate 0.49% among 300,000;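 active means inhibition above the mean of all tested compounds plus 3 SD, set per screening campaign, cut at about 17% in these data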;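 further: 0% = plate median of test compound wells and 100% = 1 µM Z-Phe-Ala-diazomethylketone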
# PP5 primary – inhibitors of human protein phosphatase 5 (PP5). hit rate 0.18% among 320,000. inhibition, % at 6.7 µM. purified PP5c, OMFP substrate fluorescence. P53041. AID 1987;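 active means inhibition above the campaign's mean inhibition across all tested compounds plus 3 SD, cut at about 9.5% in these data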;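 further: 0% = DMSO only and 100% = 100 µM cantharidin control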
# GASC-1 inh – human JMJD2C demethylase inhibition | Q9H3R0 | GST-JMJD2C(1-420) H3K9me3 demethylation, DELFIA europium | inhibition, % at 2.35 µM | hit rate 0.069% among 330,000;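 active means more than half of a compound's replicate wells show inhibition beyond 50%, single wells judged on their own value; inconclusive means some, but no more than half, of replicates pass 50% inhibition; inactive means no replicate passes 50% inhibition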;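 further: signal counts dimethyl H3K9 product captured on neutravidin plate; 0% = median of DMSO wells and 100% = 0.3 times that DMSO median; strong numbers were not always called active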
# Target sequence (Q9H3R0 1-420 limits assumed): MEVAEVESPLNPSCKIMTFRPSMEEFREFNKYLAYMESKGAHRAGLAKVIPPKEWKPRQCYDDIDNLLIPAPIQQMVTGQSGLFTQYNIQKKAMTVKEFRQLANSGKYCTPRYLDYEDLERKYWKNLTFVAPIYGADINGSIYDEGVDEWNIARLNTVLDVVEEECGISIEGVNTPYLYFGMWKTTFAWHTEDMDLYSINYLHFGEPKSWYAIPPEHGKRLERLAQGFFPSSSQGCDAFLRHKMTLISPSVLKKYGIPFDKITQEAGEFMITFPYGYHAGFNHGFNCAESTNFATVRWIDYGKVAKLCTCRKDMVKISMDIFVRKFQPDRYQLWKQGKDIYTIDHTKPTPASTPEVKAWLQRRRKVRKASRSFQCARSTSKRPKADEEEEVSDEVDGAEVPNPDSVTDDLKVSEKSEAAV
# PP1 counter – PP1-alpha (human) inhibition in PP5 counter-screen | P62136 | purified PP1alpha, OMFP fluorescence | inhibition, % at 6.7 µM | hit rate 0.9% among 320,000;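 active means inhibition above the mean inhibition of all tested compounds plus 3 SD, computed separately for each screening campaign, cut at about 15% in these data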
# Target sequence (P62136 whole entry, looked up): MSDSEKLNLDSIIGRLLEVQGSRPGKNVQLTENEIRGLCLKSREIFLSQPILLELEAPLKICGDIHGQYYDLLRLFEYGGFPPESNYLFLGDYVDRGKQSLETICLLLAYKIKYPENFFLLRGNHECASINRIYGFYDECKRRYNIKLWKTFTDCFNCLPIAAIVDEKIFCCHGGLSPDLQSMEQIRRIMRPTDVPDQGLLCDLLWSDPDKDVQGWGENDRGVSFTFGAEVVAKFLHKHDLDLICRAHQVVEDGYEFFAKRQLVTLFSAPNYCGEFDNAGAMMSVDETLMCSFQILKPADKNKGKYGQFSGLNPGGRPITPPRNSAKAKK
# VLA-4 inh – inhibition in a human VLA-4 binding assay; inhibition, % (about 7 µM as worked out from the volumes in the protocol); hit rate 0.2% among 330,000; VLA-4 expressing cells, ligand binding flow cytometry; in the data active means inhibition above about 50%
# HCV core dimer – HCV core protein dimerization inhibition. TR-FRET GST/Flag-core106 dimerization, 1536-well. hit rate 0.33% among 300,000. inhibition, % at 5 µM;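 active means inhibition above the mean of all tested compounds plus 3 SD, set per screening campaign, cut at about 45% in these data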
#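 System: GST-tagged and Flag-tagged HCV core protein residues 1-106 / Input: core106 proteins, GST 13.5 nM and Flag 17 nM / Buffer or medium: KF-containing HEPES buffer, pH 7.45, DTT, CHAPS, BSA / Probe or stimulus: Eu-anti-GST and XL665-anti-Flag labelled anti-tag antibodies / Schedule: 4 h, 22.5 °C incubation / Technique: TR-FRET 671 and 617 nm emission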
# proCasp7 act – activates human procaspase-7, counter-screen for procaspase-3 activators; activation, % at 8.5 µM; hit rate 0.093% among 330,000; recombinant procaspase-7, Ac-DEVD-pNA absorbance 405 nm; D23A/D198A/D206A triple mutant, cannot self-cleave; scale: DMSO 0, 5 µM enzyme 100; AID 463210;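 active means percent activation above the screen-wide mean plus 3 SD, cut at about 25% in these data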
#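 Assay system: Uncleavable procaspase-7 mutant enzyme | Input: 2 µM procaspase-7 mutant as dispensed | Timing: 1 h compound preincubation, 2 h substrate cleavage, 25 °C | Repeats: One well per compound | Control set: DMSO wells as 0%, DMSO with 5 µM added PC-7 as 100% | Technique: Epi-absorbance of released pNA at 405 nm, two timepoints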
# * marks the source's active call; other numbers are inactive results; ? = inconclusive; . = no result given; & = joins results of further samples.
SMILES,procasp3 activ,GRK2 inh,Fh CTSL1 inh,PP5 primary,GASC-1 inh,PP1 counter,VLA-4 inh,HCV core dimer,proCasp7 act
CCN(CC)CCN(C(=O)c1ccc([N+](=O)[O-])cc1)c1nc2c(OC)cccc2s1,-9,0,2,-2.3,-6,-2,1,1,-3
CCC1C(=O)CC(c2ccc([N+](=O)[O-])cc2)NC1c1ccc([N+](=O)[O-])cc1 (centres undefined),7,0,4,2.2,-3,3,2,6,2
CC(=O)NCCc1ccc(S(=O)(=O)N(C)C2CCS(=O)(=O)C2)cc1 (centres undefined),0,1,6,1.4,10,-2,5,-1,-4
CCN(C[C@H]1N[C@@](C)(C(=O)OC)[C@H]2C(=O)N(C)C(=O)[C@@H]12)S(=O)(=O)c1ccc(-c2ccccc2)cc1,5,7,.,.,12,.,27,.,22
Cc1c(Cl)cccc1NC(=O)CNC(=O)C1CC(=O)N(CCc2ccccc2)C1 (centres undefined),-2,0,.,1.5,0,-7,6,.,6
O=C(COc1ccc(/C=N/NC(=O)c2ccc(O)cc2)cc1)Nc1cccc([N+](=O)[O-])c1,3,0,1,0.1,2,27*,0,6,1
COCCN=C1Sc2nc3ccc(C)cc3cc2CN1Cc1ccco1,-5,2,3,3.4,0,-2,3,24,-4
O=C(CC1CCCCC1)OCn1nnc2ccccc2c1=O,3,4,-4,2.5,2,-5,17,-1,-8
Cc1ccc(C(=O)N2CCN(C(=O)N3CCOCC3)CC2)cc1,-3,1,2,-1.2,-2,2,-1,-2,3
O=S(=O)(c1cccc(F)c1)N1CCN(Cc2cc3c(cc2Br)OCCO3)CC1,0,0,.,2.0,.,0,31,.,-9
O=C(C1CCCCC1)N1CCN=C1SCc1cccnc1,-1,0,7,0.2,9,-1,23,-1,-3
Cc1nn(-c2ccccc2)c(C)c1/C=N/NC(=O)CSc1nnc(SCc2ccccc2Cl)s1,3,0,1,1.6,4,12,23,20,-5
COc1ccc(N2C(=O)C3ON(C4SC(=S)N(C)C4(C)C)C(c4ccc([N+](=O)[O-])cc4)C3C2=O)cc1 (centres undefined),2,0,1,2.2,-11,6,1,3,3
O=Cc1ccc(-n2cccn2)cc1,1,1,2,2.1,3,-4,16,3,5
CC(C)(C)c1csc(NC(=O)Cn2c(=O)oc3ccccc32)n1,-7,0,3,1.2,.,0,15,4,-5
Cc1cc(C(=O)N/N=C/c2ccc([N+](=O)[O-])o2)c(C)o1,0,2,3,-3.1,8,0,7,8,-19
Cc1cccc(C)c1NC(=O)CSCCO,2,2,0,1.4,2,-1,5,-9,-1
O=S(=O)(c1ccc2c(c1)CCCN2)N1CCCC2CCCCC21 (centres undefined),-1,0,-1,2.1,7,1,13,1,-9
C/C(CC(=O)Nc1cc(Cl)ccc1C)=N\NC(N)=O,7,0,-4,0.5,-2,-2,8,1,0
COc1ccccc1C1CC(c2ccc(F)cc2)Nc2ncnn21 (centres undefined),2,0,-3,3.3,-6,1,33,-4,12
CCC1CCCCN1C(=O)c1sc2nc(C)nc(N(CC)CC)c2c1C (centres undefined),0,0,5,-0.2,-9,-2,-4,9,0
O=C(NCc1ccc2c(c1)CCO2)Nc1cccc(C(F)(F)F)c1,-30,1,1,5.6,-2,0,2,-6,1
O=C(NC1CCCCC1)NC1CCN(S(=O)(=O)Cc2ccccc2)CC1,-2,5,-3,0.9,10,-2,15,-5,-5
Fc1ccc(CN2CCCN(Cc3nc(-c4ccc5c(c4)OCO5)no3)CC2)cc1,2,0,6,2.2,12,2,7,1,-3
C[C@@H]1CN(c2nc3nonc3nc2N2CCSCC2)C[C@H](C)O1,9,0,0,-0.3,1,0,-1,0,-4
CCOC(=O)C1=C(C)OC(N)=C(C#N)C1c1cc2ccccc2nc1N1CCCCC1 (centres undefined),-7,0,2,-0.8,-2,4,-86,14,-6
c1ccc2c(c1)nc(N1CCOCC1)c1nncn12,-3,0,0,0.4,16,-5,12,-2,11
COC(=O)c1cn(C(=O)c2ccc(C)c(C)c2)c2ccccc12,-5,0,-1,-2.2,-4,0,13,1,1
CCOC(=O)COn1c(=O)c(-c2ccccc2)[n+]([O-])c2ccccc21,-2,4,1,1.3,11,0,-2,-5,7
CC(NC(=O)[C@@H](NC(=O)[C@@H]1Cc2ccccc2CN1)C(C)C)c1ccccc1 (some centres undefined),-3,0,6,-1.3,-12,-2,-1,-6,3
Nc1nc(Br)c2c(F)cccc2c1-c1ccc(Cl)cc1,8,0,2,1.8,6,3,1,-4,6
S=c1[nH]nc(-c2ccccn2)n1/N=C/c1ccc(-c2ccccc2Cl)o1,-8,2,-1,-1.9,-7,15*,3,7,-6
N/C(=N\OC(=O)C(c1ccccc1)c1ccccc1)c1ccccn1,-1,0,-1,2.5,7,5,7,1,10
COC(=O)c1ccc2ccn(CC(=O)NC3CCCCC3)c2c1,4,2,-3,5.1,-5,4,0,1,-9
O=C(CCNS(=O)(=O)c1ccccc1Cl)N1CCN(c2ccccn2)CC1,0,2,.,2.0,3,-1,8,.,1
CCOc1ccccc1C(=O)OCC(=O)Nc1cccc(S(=O)(=O)N2CCCC2)c1,0,2,.,.,5,.,3,.,9
COC(=O)Cn1c(N)[n+](Cc2ccccc2)c2ccccc21,2,0,1,4.0,2,-5,10,-17,4
N#Cc1ccccc1S(=O)(=O)N1CCN(C(=O)c2cc(-c3ccccc3)nn2-c2ccccc2)CC1,10,0,0,4.2,6,-6,-7,11,3
Cc1ccc(C(=O)Nc2cccc3[nH]c(C(F)(F)F)nc23)cc1,2,0,-2,0.8,4,1,19,-2,11
CC1CC(C)CN(CCCNC(=O)CN2C(=O)c3cccnc3Oc3ccccc32)C1 (centres undefined),-3,0,-2,1.6,-1,-2,24,-9,-4
NNC(=O)C(=O)/C=C1\NC2(CCCC2)Cc2ccccc21,3,2,1,2.7,-2,3,26,3,2
O=C(O)CNC(=S)N(Cc1ccccc1)Cc1ccccc1F,-2,0,4,2.8,5,-2,0,5,-2
Cc1ccc(S(=O)(=O)N2CCC(C(=O)OCC(=O)N(CCC#N)c3ccc(F)cc3)CC2)cc1C,4,5,2,4.5,14,-2,-8,2,2
Cc1cc(C)c(C#N)c(SCC(=O)N(C)C2CCCCC2)n1,1,1,1,0.3,-7,0,-1,5,-5
Cc1cccc(N=C2NC(=O)/C(=C/c3cn(C)c4ccccc34)S2)c1,-12,0,2,1.4,-3,4,-7,2,-5

# Only VLA-4 inh and procasp3 activ, for four of the compounds above:
canonical_smiles,VLA-4 inh,procasp3 activ
O=S(=O)(c1ccc2c(c1)CCCN2)N1CCCC2CCCCC21 (centres undefined),13,-1
C/C(CC(=O)Nc1cc(Cl)ccc1C)=N\NC(N)=O,8,7
COc1ccccc1C1CC(c2ccc(F)cc2)Nc2ncnn21 (centres undefined),33,2
CCC1CCCCN1C(=O)c1sc2nc(C)nc(N(CC)CC)c2c1C (centres undefined),-4,0

# Further records follow.
SMILES,procasp3 activ,GRK2 inh,Fh CTSL1 inh,PP5 primary,GASC-1 inh,PP1 counter,VLA-4 inh,HCV core dimer,proCasp7 act
CC(=O)c1ccc(O)c(CC=C(C)C)c1O,-11,3,-2,-2.7,2,0,2,-2,-10
COc1ccc2c3c([nH]c2c1)[C@H]1C[C@H]2[C@H](C[C@@H](O)[C@H](OC)[C@H]2C(=O)O)CN1CC3,5,2,-3,-1.0,.,-6,-7,4,6
CN(c1cccc(NC(=O)CN2C(=O)c3ccccc3S2(=O)=O)c1)S(C)(=O)=O,-1,1,-1,-0.6,7&2,0,19,2,-2
CN1/C(=C\C(=O)COC(=O)C2COc3ccccc3O2)C(C)(C)c2ccccc21 (centres undefined),8,1,4,-1.1,?,0,-310,2,-6
CS(=O)(=O)N1Cc2ccccc2CC1C(=O)OCC(=O)NCc1ccccc1 (centres undefined),-7,9,.,.,5,.,-8,.,-4
CCOc1cc(C)c(Cl)cc1S(=O)(=O)n1ccnc1,-9,0,-1,1.1,6,-4,-5,4,1
Fc1cc2nccnc2cc1N1CCSCC1,3,4,6,-1.2,2,-3,-3,5,-6
CC(C)Cn1c(N)c(C(=O)COC(=O)c2cc(C(F)(F)F)nc3ccccc23)c(=O)n(C)c1=O,8,3,0,-0.2,-8,3,-107,-12,-1
Nc1cnc(CNc2ccccc2Cl)cn1,-6,6,0,-1.5,-13,-3,3,0,-8
CCC1(c2ccccc2)NC(=O)N(CC(=O)Nc2cc(Cl)ccc2N2CCOCC2)C1=O (centres undefined),-2,0,3,-1.7,4,5,0,-8,1
O=C(COC(=O)c1ccccc1-c1nc2ccccc2s1)NC1CCS(=O)(=O)C1 (centres undefined),15,0,1,2.4,-1,-2,11,-6,10
CNC(=S)N1CCN(S(=O)(=O)c2ccc3ccccc3c2)CC1,-5,0,-3,2.3,4,0,4,7,-10
CCCCCC#CCC#CCC#CCC#CCCCC(=O)O,-2,50*,-1,3.5,?,11,2,54*,1
COc1ccc(C(=O)NNC(=O)C(=O)/C=C(\O)c2ccc(C)cc2)cc1,-7,1,1,4.4,-3,5,-2,7,-4
COc1ccc(NC(=O)Oc2ccccc2)cc1Cl,-10,17,1,3.8,3,2,-1,-4,11
C#CCOC(=O)c1ccccc1C(=O)N(CC)CC,14,0,2,1.6,5,1,-6,-4,3
CCC(C)(C)NC(=O)CN(Cc1ccc2c(c1)OCO2)C(=O)CCC(=O)Nc1cc(C)ccn1,-2,0,-5,2.8,21,-6,0,11,2
CCCc1ccc(C(=O)NNc2cccc(C)c2)cc1,-5,1,-3,1.5,-4,0,10,1,-19
Cc1ccc(Nc2nc3nonc3[nH]c2=O)cc1C,1,1,4,0.0,9,1,13,4,-6
O=C(CN1C(=O)CCC1=O)Nc1nc(-c2ccc(Oc3ccccc3)cc2)cs1,4,2,2,4.5,4,1,-18,-6,-4
COc1ccc(C(=O)NC(=S)NCc2ccccc2)cc1,-6,1,2,1.9,-3,-4,-13,-5,-7
Cc1ccccc1[C@@H]1C(C#N)=C(N)S[C@H]1C(=O)c1ccccc1,2,2,2,5.3,3,-4,7,7,-6
Cc1ccc(C)c(Nc2ncnc3nc[nH]c23)c1,10,4,1,4.0,-4,1,-18,6,2
CCN(CC(=O)Nc1ccc(OC)cc1)C(=O)C1CCN(C(=O)c2ccc(Cl)cc2)CC1,1,0,.,0.4,3,-4,18,.,-3
O=C(CCSc1ccc(Cl)cc1)N1CCN(S(=O)(=O)c2ccccc2)CC1,6,0,.,1.1,10,0,1,.,-9
Cc1nn(CCCC(=O)Nc2ccccn2)c(C)c1[N+](=O)[O-],3,4,-3,1.2,0,2,-17,-2,0

# Assay outcomes (PubChem)
